All columns: NCI-60 one-dose screen, growth in % after 48 h at 10 µM unless noted; 100 = growth as untreated, 0 = no growth, -100 = all killed.
NCI-H226: NCI-H226 lung cancer; 79,000 compounds, 3.5% hits
CAKI-1: CAKI-1 renal cancer; 75,000 compounds, 4.7% hits; AID 1794772
A498: A498 renal cancer cells; AID 1794774; 76,000 compounds, 5.4% hits
ACHN: ACHN renal cancer | 81,000 compounds, 4.9% hits | AID 1794771
NCI/ADR-RES: NCI/ADR-RES ovarian cells. 81,000 compounds, 4.4% hits
RXF 393: RXF 393 renal cancer cells; AID 1794773; 77,000 compounds, 6.9% hits
NCI-H23: NCI-H23 lung cancer; AID 1794731; 80,000 compounds, 4% hits
NCI-H460: NCI-H460 lung cancer; AID 1794736; 82,000 compounds, 6.8% hits
NCI-H522: NCI-H522 lung cancer | 78,000 compounds, 8% hits
* marks the source's active call; other numbers are inactive results; · = no result given; & = joins results of further samples. Rule for the calls: active = growth percent below 10; inactive = the rest.

SMILES	NCI-H226	CAKI-1	A498	ACHN	NCI/ADR-RES	RXF 393	NCI-H23	NCI-H460	NCI-H522
COc1ccc2c(O)c(/C=C3\N=Nc4ccccc43)oc2c1C[C@H]1CCNC[C@H]1F	61	31	40	43	82	60	47	30	47
C=CCCCCCCCCC1OCC(CC)([N+](=O)[O-])CO1 (stereo not given)	84	88	92	100	102	93	98	102	86
CCOC(=O)/C=C/c1nc(C#N)c(N(C)C)o1	92	98	81	93	106	111	111	105	86
O=C(O)Cc1sc(=O)[nH]c1O	90&101	102&93	97&62	93&96	96&120	117&122	99&107	118&106	82&99
Nc1ccc2c(c1)C(=O)c1cc(C(=O)O)ccc1-2	91	88	95	102	101	91	95	101	86
CSc1c(-c2nc3ccccc3s2)c(N)nc2c(C(=O)Nc3ccccc3)c(Nc3ccccc3)nn12	85	91	·	99	102	122	100	104	97
COc1cc(Br)c(CCC(=O)O)cc1OC	107	102	98	110	97	109	96	111	100
Cc1ccc(C)n1CCN1CCNCC1	95	38	92	99	108	100	108	104	85
CC(=O)C1=C(C)NC(SCc2nnc(-c3ccc(Cl)cc3)o2)=NC1c1ccc(F)cc1 (stereo not given)	88	83	99	93	98	107	97	97	84
CCn1cc(-c2ccnc(NCCCNS(=O)(=O)c3ccc(Cl)cc3)c2)c(-c2cccc(O)c2)n1	90	98	96	97	100	102	101	100	101
CN(C)C(=S)N=Nc1c(O)[nH]c2ccccc12	4.0*	·	1.3*	17	-12*	·	28	-4.6*	27
CC(=O)Nc1sc2c(c1C(N)=O)CCC(=O)C2	104	88	97	94	96	120	90	101	82
Nc1ccc(S(=O)(=O)c2ccc(N=Cc3ccccc3)cc2)cc1	92	98	106	99	101	110	101	107	97
OCCOCCOCCN1CCN(C(c2ccccc2)c2ccc(Cl)cc2)CC1 (stereo not given)	90	93	92	95	100	100	92	101	·
CC(=O)c1ccc(NC(=O)CSc2nc3ccccc3c(=O)n2CCc2ccccc2)cc1	85	85	98	70	67	·	88	69	50
COc1ccc(C2CC(c3cccc(Nc4ccncc4)c3)=NN2C=O)cc1 (stereo not given)	84	82	99	101	99	101	92	100	90
O=C1CSC(c2ccc(Cl)cc2Cl)N1n1cnnc1 (stereo not given)	103	89	91	109	102	107	96	102	91
N/N=c1\scc(-c2cc3ccccc3oc2=O)n1N	94	89	92	97	100	118	92	110	86
COc1ccc(NS(=O)C2CCCCC2)cc1 (stereo not given)	96	93	89	111	105	94	105	101	85
COc1ccc(-c2cc(-c3cc4ccccc4oc3=O)n(-c3ccccc3)n2)cc1	76	97	91	73	70	·	79	95	·
NC(=S)COc1ccccc1	111	100	117	102	108	·	106	106	94
COc1ccc(C(=O)COc2ccc(/C=C3\Oc4ccccc4C3=O)cc2)cc1	88	91	106	101	92	95	93	102	63
COc1ccc(/C=N/NC(=O)COc2cc(=O)[nH]c3cc(C)ccc23)cc1	106	90	98	103	100	114	102	106	90
CC(=O)c1cc(C(=O)c2ccc3c(c2)NC(=O)CO3)n2ccc3ccccc3c12	62	55	97	50	69	·	58	64	72
O=C(O)c1cn(C2CC2)c2cc(N3CCN(Cn4nc(-c5ccc6ccccc6c5)n(-c5ccccc5)c4=S)CC3)c(F)cc2c1=O	·	92	·	103	103	118	104	107	92
O=c1nc(-c2ccc(F)cc2)c2cc(-c3cncnc3)ccc2[nH]1	80	99	89	101	105	99	95	108	85
COc1cc(/C=C2/C(=O)Nc3ccc(Cl)cc32)ccc1OCc1ccc(Cl)cc1	96	83	93	53	88	93	81	71	88
CCC1(C)N=C(N)Nc2nc3cc(C)c(C)cc3n21 (stereo not given)	105	110	123	105	100	96	97	97	84
C[C@@H]1[C@H](CCO)[C@H]1CCc1ccccc1	103	98	99	99	97	101	103	105	91
c1ccc(CSc2nnc(-c3cccnc3)o2)cc1	103	104	100	109	110	106	101	114	85
CCOC(=O)c1c(Nc2ccc(S(=O)(=O)Nc3nccs3)cc2)nnc(-c2ccccc2)c1-c1ccccc1	102	107	·	102	·	120	·	111	103
CNC(=O)c1cc(Oc2ccc3nc(NC(=O)Nc4ccc(Cl)c(Cl)c4)sc3c2)ccn1	23	103	94	70	-18*	89	29	31	48
CC(=O)Oc1cccc(OC(C)=O)c1	94	125	108	102	102	·	98	107	·
CCCCCSc1nc(N)nc2nc[nH]c12	100	111	107	92	106	118	101	89	94
CCOCCCn1c(-c2ccoc2C)nnc1N1CCN(C(C)C(F)(F)F)CC1 (stereo not given)	105	86	91	98	104	109	102	100	102
N#Cc1c(NC(=O)c2ccc(C(F)(F)F)cc2)sc2c1CCC(=O)C2	-21*	-22*	2.6*	-100*	-45*	·	-57*	0.6*	-57*
CC(=O)Nc1cccc(-c2cccc(NS(=O)(=O)c3cccc4c(N(C)C)cccc34)c2)c1	58	63	58	61	49	90	51	75	38
COc1ccc(C2(OC)Oc3cc(OC)ccc3C(=O)C2(O)OC)cc1 (stereo not given)	105	110	104	106	104	114	97	102	114
C=C(C)[C@@H]1CC[C@]2(C(=O)O)CC[C@]3(C)[C@H](CC[C@@H]4[C@@]5(C)C[C@@H](CC#Cc6cc(OC)c(OC)c(OC)c6)[C@H](O)C(C)(C)[C@@H]5CC[C@]43C)[C@@H]12	49	32	66	26	45	55	48	28	16
COC(=O)c1nc(-c2ccc(C)cc2)oc1N1CCNCC1	92	95	96	98	103	89	103	103	95

Shown field by field: two of the compounds above.
canonical_smiles: CC(=O)c1cc(C(=O)c2ccc3c(c2)NC(=O)CO3)n2ccc3ccccc3c12
  NCI-H226: 62	CAKI-1: 55	A498: 97	ACHN: 50	NCI/ADR-RES: 69	RXF 393: ·	NCI-H23: 58	NCI-H460: 64	NCI-H522: 72
canonical_smiles: CCC1(C)N=C(N)Nc2nc3cc(C)c(C)cc3n21 (stereo not given)
  NCI-H226: 105	CAKI-1: 110	A498: 123	ACHN: 105	NCI/ADR-RES: 100	RXF 393: 96	NCI-H23: 97	NCI-H460: 97	NCI-H522: 84

Other structures follow:
SMILES	NCI-H226	CAKI-1	A498	ACHN	NCI/ADR-RES	RXF 393	NCI-H23	NCI-H460	NCI-H522
O=C(O)c1cn(C2CC2)c2cc(N3CCN(C(=O)CN4C(=O)S/C(=C\c5ccc([N+](=O)[O-])cc5)C4=O)CC3)c(F)cc2c1=O	102	76	82	94	102	79	95	112	·
O=C(NNC(=S)Nc1ccccc1)c1ccc(Nc2ncnc3c2cnn3-c2cccc(Br)c2)cc1	94	93	102	106	105	100	100	112	89
O=C1c2c(O)c(O)c(S(=O)(=O)O)c(O)c2C(=O)c2c(O)c(O)c(S(=O)(=O)O)c(O)c21	93	48	99	96	107	·	94	103	·
Cc1cc(C)c(C#N)c(OCCCCn2c(C)cc(C)c(C#N)c2=O)n1	85	83	86	90	76	·	91	111	75
O=C(CN1CCN(c2cc(=O)[nH]c3ccc(F)cc23)CC1)Nc1cccc(C(F)(F)F)c1	84	95	64	93	92	82	91	71	85
COc1ccccc1NC(=O)Nc1ccc(-c2nc3ccccc3[nH]2)cc1	92	84	·	87	102	66	104	97	83
COc1cc(NC(=O)c2ccccc2-c2ccccc2)c(C(N)=O)cc1OC	96	102	109	103	99	·	96	101	·
CCOC(=O)C1=C(N)N(c2ccc(C)cc2)C2=C(C(=O)CC(C)(C)C2)C1c1ccccc1Br (stereo not given)	85	70	108	86	96	87	·	54	68
Nc1c(C(=O)NC2CCCCC2)sc2nc3c(cc12)C(=O)CCC3	95	90	89	107	102	92	99	103	99
Cc1cc(SCc2ccc(Cl)cc2Cl)nc(SCc2ccc(Cl)cc2Cl)n1	96	·	99	·	99	108	98	104	89
COc1ccc(NC(=S)Nc2ccc(S(=O)(=O)N3CCCCC3)cc2)cc1	·	84	64	104	101	106	101	93	94
Cc1[nH]c(-c2nc3ccccc3[nH]2)c(C)c1C(=O)NN	92	89	·	101	106	100	98	102	89
COc1ccc(-c2nn(-c3cccc(Cl)c3)cc2-c2cc(-c3cccs3)no2)cc1	53	12	·	42	43	56	32	37	50
Cc1ccc(NS(=O)(=O)c2ccc(N)cc2)cc1NS(=O)(=O)c1ccc(N)cc1	98	91	108	88	107	113	108	107	69
CCc1ccc(C)[n+]([O-])c1	103	101	95	109	105	116	107	104	106
CC(C(=O)O)/C(=C\c1ccccc1)C(=O)O (stereo not given)	113	99	108	105	110	125	98	105	111
Nc1c(C(=O)c2ccc(Br)cc2)sc(S)c1-c1nc2ccccc2s1	97	85	58	98	106	116	88	105	98
Cc1nc2ccc(Cl)cn2c1C(=O)NCc1ccc(OCc2cn(Cc3ccc(Br)cc3)nn2)cc1	89	97	105	89	97	103	97	102	84
N#CCCN(CCC#N)/N=N\c1nc[nH]c1C(N)=O	93	89	78	92	31	87	189	106	66

15 entries out of the list, sorted by count of non-hydrogen atoms, high to low:
SMILES	NCI-H226	CAKI-1	A498	ACHN	NCI/ADR-RES	RXF 393	NCI-H23	NCI-H460	NCI-H522
O=C(O)c1cn(C2CC2)c2cc(N3CCN(C(=O)CN4C(=O)S/C(=C\c5ccc([N+](=O)[O-])cc5)C4=O)CC3)c(F)cc2c1=O	102	76	82	94	102	79	95	112	·
Cc1nc2ccc(Cl)cn2c1C(=O)NCc1ccc(OCc2cn(Cc3ccc(Br)cc3)nn2)cc1	89	97	105	89	97	103	97	102	84
CCOC(=O)C1=C(N)N(c2ccc(C)cc2)C2=C(C(=O)CC(C)(C)C2)C1c1ccccc1Br (stereo not given)	85	70	108	86	96	87	·	54	68
O=C(CN1CCN(c2cc(=O)[nH]c3ccc(F)cc23)CC1)Nc1cccc(C(F)(F)F)c1	84	95	64	93	92	82	91	71	85
COc1ccc(-c2nn(-c3cccc(Cl)c3)cc2-c2cc(-c3cccs3)no2)cc1	53	12	·	42	43	56	32	37	50
Cc1ccc(NS(=O)(=O)c2ccc(N)cc2)cc1NS(=O)(=O)c1ccc(N)cc1	98	91	108	88	107	113	108	107	69
COc1cc(NC(=O)c2ccccc2-c2ccccc2)c(C(N)=O)cc1OC	96	102	109	103	99	·	96	101	·
Cc1cc(SCc2ccc(Cl)cc2Cl)nc(SCc2ccc(Cl)cc2Cl)n1	96	·	99	·	99	108	98	104	89
Cc1cc(C)c(C#N)c(OCCCCn2c(C)cc(C)c(C#N)c2=O)n1	85	83	86	90	76	·	91	111	75
Nc1c(C(=O)c2ccc(Br)cc2)sc(S)c1-c1nc2ccccc2s1	97	85	58	98	106	116	88	105	98
Nc1c(C(=O)NC2CCCCC2)sc2nc3c(cc12)C(=O)CCC3	95	90	89	107	102	92	99	103	99
Cc1[nH]c(-c2nc3ccccc3[nH]2)c(C)c1C(=O)NN	92	89	·	101	106	100	98	102	89
N#CCCN(CCC#N)/N=N\c1nc[nH]c1C(N)=O	93	89	78	92	31	87	189	106	66
CC(C(=O)O)/C(=C\c1ccccc1)C(=O)O (stereo not given)	113	99	108	105	110	125	98	105	111
CCc1ccc(C)[n+]([O-])c1	103	101	95	109	105	116	107	104	106

Bioassay records (PubChem BioAssay)

Outcome played no part in choosing rows (roughly 12% active in at least one column).
